p53 reactivator – qHTS assay for re-activators of p53 using a Luc reporter. actives 0.063% (n = 320,000). Potency, µM (titrated, usually from 92.2 µM), without a hit: top-dose activity change, positive = activation, most hits filed as activators. H1299 p53-A138V BP100-luciferase reporter, luminescence, 24 h; note: potency is the fitted concentration of half-maximal effect; % of control where 0% means no effect; nearly all actives have a fitted effect of over 45% in size
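p53-null H1299 cells stably carrying temperature-sensitive p53-A138V and a BP100-luciferase reporter were pinned with compounds (4-point, 1:5 series) and held 24 hrs at 37 deg C. Luminescence was read 10 min after detection reagent.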
NPC1 promoter act – qHTS Assay for NPC1 Promoter Activators; Huh7 NPC1 promoter luciferase reporter, 24 h; Potency, µM (top dose mostly 9.22 µM), for inactives: at the highest dose activation, hits mostly activators; actives 2.4% (n = 320,000); AID 485313, 2010;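 note: potency is the fitted concentration of half-maximal effect; % of control where 0% means no effect; nearly all actives have a fitted effect of over 60% in size; reporter is driven by a mutant NPC1 promoter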
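Stable NPC1-promoter luciferase Huh7 line; cpd (DMSO) 24 h, 37 °C, 5% CO2; Amplite luciferase reagent 10 min RT; luminescence readout. qHTS format.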
VP16 counter – VP16 counterscreen qHTS for inhibitors of ROR gamma transcriptional activity. actives 3.5% (n = 310,000). Potency, µM (series often up to 53.6 µM), for the others: top-dose activity, negative = inhibition, actives largely listed as inhibitors. Drosophila S2 Gal4-VP16 UAS-luciferase, luminescence, 20 h. AID 2546, 2010;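 note: Gal4-VP16 expression switched on by copper sulfate through the metallothionein promoter; potency is the fitted concentration of half-maximal effect; % is set by controls: 0 for no effect and ±100 for the full control effect; nearly all actives have a fitted effect of over 50% in size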
ELG1 DNA repair – qHTS screen for small molecules that inhibit ELG1-dependent DNA repair in human embryonic kidney (HEK293T) cells expressing luciferase-tagged ELG1 | HEK293T ELG1-luciferase reporter, luminescence, 16 h; DNA damage induced by 5-fluorouridine | Potency, µM (doses to about 46.1 µM), inactives show at the top dose activity change, negative = inhibition, usual class: inhibitors | actives 2.3% (n = 330,000) | AID 504467, 2011; note: potency is the fitted concentration of half-maximal effect; % is set by controls: 0 for no effect and ±100 for the full control effect; nearly all actives have a fitted effect of over 55% in size
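Reporter activity after DNA damage by 5-fluorouridine is monitored. Compound-treated cells incubate 16 hr at 37 °C, then ONE-Glo is added for 30 min before luminescence reading.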
FLuc counter – qHTS profiling assay for firefly luciferase inhibitor/activator using purifed enzyme and Km concentrations of substrates (counterscreen for miR-21 project). Luciferin 4-monooxygenase (Photinus pyralis), P08659. purified FLuc, Km substrates, luminescence inhibition. Potency, µM (top dose mostly 57.5 µM), inactives show at the highest dose activity change, negative = inhibition, hits mostly inhibitors. actives 6.9% (n = 360,000). AID 588342, 2011;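 note: potency is the fitted concentration of half-maximal effect; plate controls were vehicle for no effect and reference inhibitor for full effect; nearly all actives have a fitted effect of over 55% in size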
Target sequence (P08659 whole entry, looked up): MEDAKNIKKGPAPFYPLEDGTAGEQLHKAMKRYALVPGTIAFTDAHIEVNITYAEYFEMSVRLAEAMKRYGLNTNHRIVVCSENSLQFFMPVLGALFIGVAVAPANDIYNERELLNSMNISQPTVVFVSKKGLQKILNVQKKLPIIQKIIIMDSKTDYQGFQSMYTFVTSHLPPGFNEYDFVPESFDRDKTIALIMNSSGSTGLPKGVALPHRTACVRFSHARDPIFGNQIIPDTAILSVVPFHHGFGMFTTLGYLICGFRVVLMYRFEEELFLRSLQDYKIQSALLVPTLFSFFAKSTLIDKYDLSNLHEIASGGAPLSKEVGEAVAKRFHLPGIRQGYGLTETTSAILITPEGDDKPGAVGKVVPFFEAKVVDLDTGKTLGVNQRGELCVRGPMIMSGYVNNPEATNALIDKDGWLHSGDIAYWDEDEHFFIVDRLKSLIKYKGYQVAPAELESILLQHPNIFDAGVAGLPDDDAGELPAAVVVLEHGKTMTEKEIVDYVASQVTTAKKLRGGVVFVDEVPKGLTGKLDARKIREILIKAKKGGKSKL
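Purified P. pyralis luciferase (10nM final) with 10uM D-luciferin and 10uM ATP (Km levels) in 50mM Tris acetate pH 7.5, 10mM Mg acetate, 0.01% Tween-20, 0.05% BSA; qHTS 6-point titration, ~60 µM downward; luminescence read.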
TRPV1 agonist – HTS Assay for Compounds that Act as Agonists of the Vanilloid Receptor 1; TRPV1-expressing cells, Fluo-8 calcium influx, agonist mode; activation, % at 8.33 µM; actives 0.19% (n = 320,000); in the data active = activation above about 80%; inconclusive = between about 30% and that limit; note: 0% is about no effect
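Fluo-8 calcium influx in TRPV1-expressing cells, kinetic read (ex 480/em 520 nm). Compound added and read 3 min for agonist activity, followed by capsaicin at EC20 final and 2 min further read for enhancement.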
Tb PFK inh – qHTS Assay to Find Inhibitors of T. brucei phosphofructokinase. T. brucei PFK, ADP-Glo luminescence. Potency, µM (highest dose often 57.5 µM), without a hit: at the highest dose activity, negative = inhibition, actives largely listed as inhibitors. AID 485367, 2010. actives 0.17% (n = 330,000);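 note: potency is the fitted concentration of half-maximal effect; 0% = uninhibited 1x PFK enzyme wells and -100% = no-enzyme wells; nearly all actives have a fitted effect of over 60% in size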
Target sequence (O15648 whole entry, looked up): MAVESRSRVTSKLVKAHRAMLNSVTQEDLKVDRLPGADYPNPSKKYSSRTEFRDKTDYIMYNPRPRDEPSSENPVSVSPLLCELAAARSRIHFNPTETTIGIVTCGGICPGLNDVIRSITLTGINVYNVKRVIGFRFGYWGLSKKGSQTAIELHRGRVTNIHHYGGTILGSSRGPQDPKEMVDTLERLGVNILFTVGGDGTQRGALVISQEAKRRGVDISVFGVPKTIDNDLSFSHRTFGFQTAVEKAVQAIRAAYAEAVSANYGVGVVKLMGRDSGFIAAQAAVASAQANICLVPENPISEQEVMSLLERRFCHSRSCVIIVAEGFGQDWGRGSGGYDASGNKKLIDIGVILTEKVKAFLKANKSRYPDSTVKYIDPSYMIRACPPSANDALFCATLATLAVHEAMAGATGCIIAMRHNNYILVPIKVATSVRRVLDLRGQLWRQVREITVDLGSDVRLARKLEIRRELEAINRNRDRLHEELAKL
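Compounds were pin-transferred as a titration series up to 57 uM into substrate buffer (0.5 mM F6P, 0.1 mM ATP, pH 8.0), then 1.25 nM PFK was added and reactions ran 45 min before ADP-Glo detection.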
Rab9 promoter act – qHTS Assay for Rab9 Promoter Activators; Huh7 Rab9 promoter-luciferase reporter, luminescence, 24 h; actives 2.8% (n = 320,000); Potency, µM (highest dose often 9.22 µM), without a hit: at the highest dose activation, negative = inhibition, actives largely listed as activators; AID 485297, 2010; note: potency is the fitted concentration of half-maximal effect; % of control where 0% means no effect; nearly all actives have a fitted effect of over 60% in size
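Stable Rab9-luc Huh7, 1500 cells/well, 2 h settle; cmpd in DMSO, 24 h, 37 °C/5% CO2; luciferase reagent 10 min RT; luminescence.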
RORg inh – qHTS for inhibitors of ROR gamma transcriptional activity. Nuclear receptor ROR-gamma (Mus musculus), P51450. Drosophila S2 Gal4-RORgamma UAS-luciferase reporter, 20 h. Potency, µM (top dose mostly 53.6 µM), inactives show at the top dose activity change, negative = inhibition, most hits filed as inhibitors. actives 5.4% (n = 310,000). AID 2551, 2010; note: potency is the fitted concentration of half-maximal effect; % is set by controls: 0 for no effect and ±100 for the full control effect; nearly all actives have a fitted effect of over 60% in size
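Luminescence from a UAS-regulated Photinus luciferase reporter in stably transfected Drosophila Schneider cells is measured; decreased signal marks ROR gamma inhibition. Fusion expression is induced by 700 uM copper sulfate for 20 hr.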
ELG1 genotoxic – qHTS screen for small molecules that induce genotoxicity in human embryonic kidney (HEK293T) cells expressing luciferase-tagged ELG1; HEK293T ELG1-luciferase reporter, luminescence, 16 h; Potency, µM (titrated, usually from 46 µM), without a hit: at the top dose activity change, positive = activation, hits mostly activators; actives 1.3% (n = 330,000); AID 504466, 2011; note: potency is the fitted concentration of half-maximal effect; % of control where 0% means no effect; nearly all actives have a fitted effect of over 60% in size
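Screening used a luciferase reporter fused to human ELG1 in HEK293T cells. Luminescence was read on a CCD plate imager after 16 hr exposure and 30 min ONE-Glo incubation.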
BRCA1 expr up – qHTS Assay to Identify Small Molecule Activators of BRCA1 Expression. MCF7-BRCA1-FFLuc reporter, luminescence, 48 h; response scale: scaled: vehicle 0%, 10 µM genistein 100%. actives 1.1% (n = 380,000). Potency, µM (highest dose often 46.1 µM), without a hit: top-dose activation, usual class: activators. AID 624202, 2012; note: potency is the fitted concentration of half-maximal effect; nearly all actives have a fitted effect of over 80% in size; some results filed as inactive show a strong effect at the top dose
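First, MCF7-BRCA1-FFLuc cells (2000/well) attach for 2 h; next, compounds are pin-added and incubated 48 h at 37 °C; finally, luciferase reagent is added and luminescence read after 15 min.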
Numbers without * were called inactive; ? = inconclusive; nt = no result given; [ ] = remark or other dose. Unless noted, calls come from the whole dose curve; as a rule, active = well fitted curve in the direction sought with a large enough effect; inconclusive = small, poorly fitted or top-dose-only effect, or another doubt; inactive = no such curve, though single readings can be large; an effect the other way counts as inactive or inconclusive.

SMILES	p53 reactivator	NPC1 promoter act	VP16 counter	ELG1 DNA repair	FLuc counter	TRPV1 agonist	Tb PFK inh	Rab9 promoter act	RORg inh	ELG1 genotoxic	BRCA1 expr up
Cc1ccc(C2=NNC(=O)C(c3ccc(Cl)cc3)C2)cc1 (configuration not stated)	-4%	-1%	0%	-9%	2%	-8	-4%	-5%	30%	0%	-2%
COc1ccc(C2C(C(=O)NCc3ccccc3)=C(C)Nc3ncnn32)cc1OC (configuration not stated)	-3%	2%	-1%	0%	0%	-5	-1%	-9%	4%	0%	-13%
CCOc1ccc(NS(=O)(=O)c2ccc(Cl)c(C(=O)N(C)Cc3cccnc3)c2)cc1	-4%	-3%	nt	-12%	4%	7	2%	-5%	nt	-1%	-20%
Cc1oc2c(CN3CCCC3)c(O)ccc2c(=O)c1-c1ccc(Cl)cc1	-13%	-1%	-4%	-1%	3%	-6	5%	4%	-3%	5%	-4%
Cc1cc(C)c(S(=O)(=O)NCc2cn3c(C)csc3n2)c(C)c1	-2%	-4%	-4%	-6%	2%	2	0%	4%	18%	-3%	-10%
Nn1c(SCC(=O)NCCc2ccc(F)cc2)nnc1C1CCCCC1	-5%	1%	nt	5%	3%	1	-5%	3%	nt	-2%	-18%
CCOc1ccc(S(=O)(=O)N2CCC(C(=O)OC(C)C(=O)NC3CCCCC3C)CC2)cc1 (configuration not stated)	5%	-2%	nt	-11%	0%	1	-4%	0%	nt	-1%	-3%
CC1CCN(c2c(NCc3ccc(C(=O)NCCc4ccc(Cl)cc4)cc3)c(=O)c2=O)CC1	-15%	-6%	5%	-20%	3%	-3	-5%	-3%	7%	6%	-4%
O=C(NCc1ccccn1)C1CCN(S(=O)(=O)c2ccccc2F)CC1	6%	0%	nt	10%	nt	0	-8%	0%	nt	2%	11%
COC(=O)C1=C(C)NC(C)=C(C(=O)OC)C1c1ccc(-c2cccc([N+](=O)[O-])c2)o1	-5%	-5%	-2%	?	1%	-2	-4%	-2%	0%	2%	-32%
COc1ccc2cc(CN(CC3COCCO3)S(=O)(=O)c3ccc(Cl)cc3)c(=O)[nH]c2c1 (configuration not stated)	-4%	2%	-4%	-17%	-3%	2	3%	15%	1%	3%	-31%
CC1(C)S[C@@H]2[C@H](NC(=O)[C@H](N)c3ccccc3)C(=O)N2[C@H]1C(=O)OC1OC(=O)c2ccccc21 (some centres not stated)	7%	-4%	nt	11%	4%	1	4%	-1%	nt	-3%	0%
Cc1ccc(S(=O)(=O)N2CCN(CC(=O)N/N=C/c3ccc(C)o3)CC2)cc1	-12%	-2%	3%	-4%	4%	3	12%	-5%	-29%	-1%	8%
CNC(=O)CN(c1cc([N+](=O)[O-])ccc1OC)S(C)(=O)=O	7%	-2%	-16%	9%	-1%	2	1%	2%	15%	2%	-13%
COc1cc(C2NC(=O)NC(C)=C2C(=O)OC(C)(C)C)ccc1OCC(N)=O (configuration not stated)	2%	-2%	-8%	2%	5%[2.3 µM]	4	-4%	0%	-14%	-1%	4%[1.84 µM]
Cc1ccccc1Cn1cc(NC(=O)c2cc(-c3cccs3)on2)cn1	-2%	1%	-29%	-3%	-11%	11	0%	12%	-15%	1%	-15%
Cc1c(Cl)c(-c2n[nH]c(=S)n2CC(C)C)nn1C	-6%	-2%	?	14%	-9%	3	12%	-9%	13µM*	0%	-4%
O=C(CSc1nnc(Cc2ccccc2)n1-c1ccccc1)NNC(=O)Cc1ccccc1	3%	-1%	8%	20%	-1%	nt	-4%	-3%	-1%	-2%	2%
Cn1c(/C(C#N)=C/c2ccc(O)cc2)nc2ccccc21	6%	?	-10%	?	12µM*	?	-9%	?	44%	?	11µM*
CC(C)NC(=O)NC(=O)CN1c2cccc3cccc(c23)S1(=O)=O	-4%	-3%	-1%	1%	-2%	-1	1%	0%	2%	0%	-49%
Cc1ccccc1NC(=O)Cc1nc(COC(=O)CCC(=O)c2ccccc2)cs1	3%	-3%	nt	-1%	-9%	0	0%	-1%	nt	4%	-20%
COc1ccc(-c2coc3cc(OC(C)=O)c(OC)cc3c2=O)cc1	?	nt	nt	?	nt	nt	2%	nt	nt	?	10µM*
COc1ccc(Br)cc1C1N2CC3(C)CN1CC(C)(C2)C3=O (configuration not stated)	-8%	0%	-14%[0.365 µM]	0%	4%	-2	-1%	-3%	-6%	-14%	-3%
Cn1c(C(=O)N2CCC(C(N)=O)CC2)cc2cc(Cl)ccc21	-3%	-2%	-2%	-9%	2%	3	-1%	16%	-17%	0%	-45%
O=[N+]([O-])c1ccc(Nc2nc(N/N=C/c3cccc(F)c3)nc(N3CCCC3)n2)cc1	-11%	-2%	-30%	4.6µM*	-2%	3	21%	-2%	?	-9%	-54%
COc1cc(/C=C2\SC(=S)N(NC(=O)c3ccc(O)cc3)C2=O)ccc1O	0%	3%	?	?	3µM*	?	-15%	3%	11µM*	10%	7%
Cn1cnc([N+](=O)[O-])c1Sc1ccccc1	?	1%	-11%	?	5%	0	6%	-2%	-12%	3%	0%
O=C(CSc1nc2ccccc2c(=O)n1-c1ccc(F)cc1)NC1CC1	-25%	-9%	nt	22%	0%	-1	4%	-4%	nt	4%	-7%
CC(C)COc1ccc(C(=O)NC(=S)Nc2ccc(CN3CCOCC3)cc2)cc1	0%	-6%	?	7%	-2%	2	-4%	-5%	?	3%	1%
Cc1ccc(S(=O)(=O)NCC(=O)N/N=C/c2ccc(Cl)cc2Cl)cc1	-1%	-2%	?	-5%	-2%	3	7%	-3%	?	-1%	-9%
O=C(O)c1ccccc1C(=O)c1cccs1	-1%	1%	4%	16%	3%	0	-2%	-4%	-6%	-1%	15%
CCn1c(C)c(C(C)=O)c(N2CCN(c3ccccn3)CC2)nc1=S	nt	nt	-2%	nt	1%	2	nt	nt	-31%	nt	4%
CC(=O)OC[C@H]1O[C@@H](Sc2cccc3cccnc23)[C@H](OC(C)=O)[C@@H](OC(C)=O)[C@@H]1OC(C)=O	-11%	-2%	-2%	?	-4%	2	-1%	-12%	0%	-7%	-53%
CC1(C)CC(=O)C2=C(C1)NC(=O)CC2c1cccc(F)c1 (configuration not stated)	4%	1%	0%	1%	-1%	nt	-2%	3%	16%	-3%	-14%
CC(C)(C)C1CCc2c(sc(N)c2C(N)=O)C1 (configuration not stated)	6%	-2%	16µM*	?	?	-2	-5%	-12%	0%	-2%	-28%
CCOc1ccc(-n2nnc3c(=O)n(C/C=C/c4ccccc4)cnc32)cc1	13%	1%	-16%	-4%	0%	-2	1%	-2%	-12%	19%	-12%
Cc1ccc(/C=C2\CCC3=C2OC(N)=C(C#N)C3c2ccc(C)cc2)cc1 (configuration not stated)	-6%	7%	-2%	?	?	16	-2%	-7%	-1%	-3%	2%
O=C(O)c1ccc(Cl)c(S(=O)(=O)N2CCCCCC2)c1	-3%	-9%	-1%	8%	7%	-4	4%	2%	-5%	0%	0%
CCOc1cc(N2CCOCC2)c(OCC)cc1NC(=O)COC(=O)c1ccc(Cl)cc1N	0%	-7%	nt	-11%	0%	1	3%	-1%	nt	1%	-17%
Cn1c(=O)[nH]c(=O)c2c1nc(NCCCO)n2CCOc1ccccc1	0%	1%	7%	-1%	-1%	0	-10%	-4%	-21%	8%	-11%
COc1ccc[nH]c1=O	0%	-1%	-11%	16%	-2%	?	0%	-2%	-15%	0%	15%
O=NC1=C(c2c(O)[nH]c3ccccc23)CCCC1	5%	-6%	-1%	-1%	-1%	1	-5%	9%	-12%	6%	9%
CCOC(=O)C1CCN(C(=O)CN2C(=O)c3cccnc3Oc3ccccc32)CC1	-5%	-4%	1%	2%	-4%	4	-2%	-5%	1%	-3%	9%

An excerpt from above in order of the NPC1 promoter act value, descending:
Molecule	p53 reactivator	NPC1 promoter act	TRPV1 agonist	Tb PFK inh	Rab9 promoter act	RORg inh	BRCA1 expr up
COc1ccc(Br)cc1C1N2CC3(C)CN1CC(C)(C2)C3=O (configuration not stated)	-8%	0%	-2	-1%	-3%	-6%	-3%
COc1ccc[nH]c1=O	0%	-1%	?	0%	-2%	-15%	15%
Cc1ccccc1NC(=O)Cc1nc(COC(=O)CCC(=O)c2ccccc2)cs1	3%	-3%	0	0%	-1%	nt	-20%

Screens as filed in PubChem.
